Compound activity: PubChem, National Center for Advancing Translational Sciences (NCATS)
RXFP1 ag: RXFP1 (human) receptor agonism | 0.3% of 370,000 active | HEK293T-RXFP1 cAMP TR-FRET, 30 min; response scale: percent of porcine relaxin response, buffer zero | Q9HBX9 | Potency, µM (top dose mostly 57.5 µM), for inactives: at the top dose activation, hits mostly activators; also: potency is read from the fitted curve at half-maximal effect; % is scaled to controls: 0 for no effect and ±100 for the full control effect; nearly all actives have a fitted effect of over 60% in size; many of its hits are not listed in these tables
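cAMP rise read by TR-FRET after 30 min, 37C compound exposure (up to 58 uM) in RXFP1-transfected HEK293 cells with Ro 20174 present. EC50 from Hill-equation fits, with 29 nM porcine relaxin as 100% and buffer as basal.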
PI4K2A block: inhibitors of human PI4K2A. purified PI4K2A, ADP-Glo luminescence, 1 h; stronger effect = lower value. 0.13% of 420,000 active. AID 1346378. activity change, negative = inhibition, % at 76.9 µM; in the data active = activity change below about -50%; inconclusive = mostly about -30% to -49%;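 also: -100% = wells without enzyme as full effect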
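Compounds are screened against recombinant PI4K2A using PI as substrate and ATP, the latter dispensed at 300 microM. Reactions run one hour at ambient temperature before ADP-Glo detection; full inhibition defined by wells lacking enzyme.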
LDHA inh: blocks human lactate dehydrogenase A; P00338; purified LDHA, NADH/diaphorase-resazurin fluorescence; stronger effect = lower value; 0.15% of 480,000 active; activity change, % (values are at about 110 or 230 µM); in the data active = activity change below about -30%; inconclusive = mostly about -25% to -30%;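 also: plate controls were DMSO wells for no effect and wells without enzyme for full effect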
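Remaining NADH was detected by diaphorase (0.133 mg/mL) converting 37 µM resazurin to fluorescent resorufin, read at 0 and 20 minutes. The preceding 5-minute room-temperature reaction used 2 nM LDHA, 0.2 mM sodium pyruvate and 0.06 mM NADH at pH 7.4.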
USP1-UAF1 inh: USP1/UAF1 (human) deubiquitinase inhibition; Potency, µM (doses to about 57.1 µM), for the others: top-dose activity change, negative = inhibition, most hits filed as inhibitors; AID 743255; recombinant USP1/UAF1, Ub-Rhodamine cleavage fluorescence; O94782; 0.23% of 390,000 active; also: potency is read from the fitted curve at half-maximal effect; % is scaled to controls: 0 for no effect and ±100 for the full control effect; nearly all actives have a fitted effect of over 60% in size; inactives centre near -12
Target sequence (O94782 whole entry, looked up): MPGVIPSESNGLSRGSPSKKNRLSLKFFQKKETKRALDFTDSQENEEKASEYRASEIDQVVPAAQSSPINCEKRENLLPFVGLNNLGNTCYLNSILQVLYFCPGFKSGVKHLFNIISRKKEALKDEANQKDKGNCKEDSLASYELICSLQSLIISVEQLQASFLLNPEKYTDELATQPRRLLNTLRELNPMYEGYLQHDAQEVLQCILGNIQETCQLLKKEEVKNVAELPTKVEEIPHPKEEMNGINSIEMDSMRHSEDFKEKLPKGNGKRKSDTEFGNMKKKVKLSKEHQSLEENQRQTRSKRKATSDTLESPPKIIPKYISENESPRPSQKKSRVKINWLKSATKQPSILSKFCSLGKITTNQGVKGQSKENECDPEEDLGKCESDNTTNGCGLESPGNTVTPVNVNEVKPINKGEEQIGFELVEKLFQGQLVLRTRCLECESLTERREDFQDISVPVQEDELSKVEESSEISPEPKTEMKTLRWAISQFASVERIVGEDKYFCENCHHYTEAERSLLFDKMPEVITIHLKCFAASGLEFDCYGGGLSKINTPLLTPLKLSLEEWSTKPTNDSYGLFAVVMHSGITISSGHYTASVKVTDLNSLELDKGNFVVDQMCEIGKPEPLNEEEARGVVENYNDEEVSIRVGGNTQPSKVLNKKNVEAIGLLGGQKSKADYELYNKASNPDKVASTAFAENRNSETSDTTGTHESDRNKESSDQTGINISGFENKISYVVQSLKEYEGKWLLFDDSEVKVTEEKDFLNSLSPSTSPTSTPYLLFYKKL
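USP1/UAF1 complex (1 nM) preincubated 15 min at room temperature with compound, then Ub-Rho substrate (150 nM final) added. Kinetic fluorescence at 480/540 nm over 6 reads at 60 s intervals; 50 mM HEPES pH 7.8, 0.5 mM EDTA, 0.1 mg/ml BSA, 1 mM TCEP, 0.01% Tween-20.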
TrxR1 substrate: substrates of rat thioredoxin reductase 1. Potency, µM (top dose mostly 114 µM), inactives show top-dose activity change, negative = substrate turnover. AID 588456. purified TrxR1 substrate turnover, NADPH consumption readout. O89049. 0.01% of 390,000 active; also: potency is read from the fitted curve at half-maximal effect; % is scaled to controls: 0 for no effect and ±100 for the full control effect; nearly all actives have a fitted effect of over 50% in size
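Rat TrxR1, dispensed at 90 nM, was prereduced with 400 uM NADPH (final) for 5 min at ~22 deg C, then incubated with compound 15 min before 400 uM selenite. A first-read NADPH fluorescence drop versus no-compound background flagged substrates.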
Vif-APOBEC3G blk: blocks the Vif interaction with human APOBEC3G | Q9HC16 | 0.076% of 410,000 active | Potency, µM (series often up to 46.1 µM), for the others: at the top dose activity, negative = active, most hits filed as inhibitors | HeLa A3G-eYFP + Vif (tagged APOBEC3G with the HIV-1 protein that degrades it), YFP fluorescence, overnight | AID 602310;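 also: potency is read from the fitted curve at half-maximal effect; % is scaled to controls: 0 for no effect and ±100 for the full control effect; nearly all actives have a fitted effect of over 60% in size; hits raise eYFP signal because A3G escapes Vif-driven loss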
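HeLa cells stably expressing Vif and C-terminally eYFP-tagged A3G, seeded overnight at 37 deg C, then exposed to compound by pintool overnight at 37 deg C. Rise in yellow fluorescence (Ex 488/Em 500-530, Acumen) marks blocked Vif-driven A3G degradation.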
GRP78 ERSR act: ER stress response induction in glioma; AID 602332; U87-MG GRP78 promoter luciferase reporter, 16 h; Potency, µM, without a hit: top-dose activation, hits mostly activators; 0.02% of 420,000 active; also: potency is read from the fitted curve at half-maximal effect; series mostly up to about 76 µM; % of control where 0% means no effect; nearly all actives have a fitted effect of over 35% in size
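Stably transfected U87-MG human glioma cells carrying a GRP78-based luminescent sensor were seeded at 1000 cells/well, pin-dosed with compounds and incubated 16 h. Luciferase reagent was then added, and end-point luminescence was read after 10 min at room temperature.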
Vif-APOBEC3F blk: Vif-A3F binding inhibition; HeLa A3F-eYFP + Vif (tagged APOBEC3F with the HIV-1 protein that degrades it), YFP fluorescence increase; Potency, µM (highest dose often 46.1 µM), without a hit: at the highest dose activity, negative = active; 0.2% of 390,000 active; also: potency is read from the fitted curve at half-maximal effect; % of control where 0% means no effect; nearly all actives have a fitted effect of over 65% in size
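HeLa cells stably expressing A3F-eYFP plus Vif, plated and incubated overnight at 37 deg C, then exposed to compounds overnight at 37 deg C. Blocked degradation read as raised yellow fluorescence (Ex 488/Em 500-530).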
IDH1 R132H inh: blocks human mutant IDH1 R132H enzyme; Potency, µM (series often up to 76.6 µM), inactives show at the top dose activity change, negative = inhibition, actives largely listed as inhibitors; 0.093% of 390,000 active; O75874; AID 602179; IDH1-R132H enzyme, NADPH consumption, diaphorase/resazurin fluorescence; also: potency is read from the fitted curve at half-maximal effect; % is scaled to controls: 0 for no effect and ±100 for the full control effect; nearly all actives have a fitted effect of over 65% in size
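IDH1-R132H (0.5 ug/mL) preincubated 30 min with compound, then NADPH (0.016 mM) and alpha-KG (2 mM) added; 80 min at RT, pH 7.5. Remaining NADPH coupled via diaphorase/resazurin to fluorescence (540/590 nm); concentration-response curves normalized to no-enzyme control.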
* marks the source's active call; other numbers are inactive results; ? = inconclusive; nt = no result given; [ ] = dose if it differs, or a comment. Unless noted, calls follow the shape of the dose curve; as a rule, active = well fitted curve in the direction sought with a large enough effect; inconclusive = small, poorly fitted or top-dose-only effect, or another doubt; inactive = no such curve, though single readings can be large; an effect the other way counts as inactive or inconclusive. These rows are one share of the data. The share of hits here may be higher or lower than overall.

The line under a structure holds: RXFP1 ag, PI4K2A block, LDHA inh, USP1-UAF1 inh, TrxR1 substrate, Vif-APOBEC3G blk, GRP78 ERSR act, Vif-APOBEC3F blk, IDH1 R132H inh
COc1ccccc1-c1c(C(F)(F)F)oc2c(CN(C)C)c(O)ccc2c1=O
→ 2.3%, 2, -3, -13%, -8%, -3%, -3%, 3%, 12%
COc1ccc(CCN2C(=O)C3CC(C)=C(C)CC3C2=O)cc1OC (centres undefined)
→ 2.8%, 1, 0, -24%, 1%, 2%, -3%, 1%, 14%
CC(C)C(NC(=O)c1ccccc1)C(=O)OCC(=O)N1CCN(c2ccccc2)CC1 (centres undefined)
→ -1.1%, -1, -6, -21%, 4%, -6%, -4%, 0%, 4%
CC(=O)N[C@H]1[C@H](OCc2ccccc2F)O[C@H](COC(C)=O)[C@@H](OC(C)=O)[C@@H]1OC(C)=O
→ 3.4%, 8, -3, -15%, 2%, 1%, -1%, -8%, 5%
C[C@@H]1NC(=O)[C@H](CC(N)=O)NC(=O)c2cc([N+](=O)[O-])cc(I)c2OCC[C@@H](C(=O)NC(CC(=O)O)C(N)=O)NC1=O (some centres undefined)
→ 2.4%, -8, 1, -6%, -3%, 3%, -1%, 4%, -12%
COCCCN(C(=S)Nc1ccc(C)cc1Cl)C(C)c1ccncc1 (centres undefined)
→ -1.6%, -6, -2, -16%, 0%, -7%, -1%, -9%, 1%
OCCN1CCN(c2ncnc3nc[nH]c23)CC1
→ 2.3%, -12, -1, ?, 7%, -1%, 0%, -12%, -3%
Cc1nc2ccccc2c(=O)n1/N=C/c1ccccc1
→ 0.5%, -3, 2, -8%, 4%, 1%, 1%, -5%, -1%
Cc1cc(C(=O)NCc2ccc3c(c2)OCO3)ccc1[N+](=O)[O-]
→ -0.9%, 1, -5, 1%, -11%, 1%, 3%, 8%, -5%
CC1(C)CC(=O)C/C(=N/Nc2nc3ccccc3s2)C1
→ 0.8%, -4, 2, -26%, -12%, 0%, -8%, 2%, -2%
Cc1ccc(-c2c(C(=O)N/N=C/c3cccs3)nnn2-c2nonc2N)cc1
→ -0.6%, -4, -12, -6%, 64%[activator], 2%, -4%, 1%, 19%
Cc1ccc(OCC(=O)NNC(=O)c2cc3ccccc3o2)cc1
→ 2.2%, -7, -12, -8%, -4%, -5%, -3%, 1%, 1%
O=C(Cc1cccs1)N/N=C/c1ccccc1
→ 3.9%, 3, -1, -20%, -2%, 0%, 2%, 8%, 10%
CC(C)CN(C(=O)COC(=O)c1cccn1C)c1c(N)n(Cc2ccccc2)c(=O)[nH]c1=O
→ 0.5%, -8, 0, -3%, -4%, -6%, -4%, -17%, 0%
N/C(=N\OC(=O)Oc1ccccc1)c1ccc(Cl)cc1
→ 2.7%, -3, -5, -9%, 8%, -6%, -4%, nt, 1%
COc1cc(C(O)c2nc(-c3cccc4cccnc34)cs2)ccc1F (centres undefined)
→ nt, 8, 1, nt, nt, -3%, -1%, nt, nt
CCOC(=O)C1(CCc2ccccc2)CCN(Cc2cc(OC)c(OC)cc2OC)CC1
→ 0.7%, 1, 3, -17%, -12%, 2%, -1%, -16%, -7%
C/C(=N\Nc1ccc2nncn2n1)c1ccccn1
→ 4.6%, -2, -3, -11%, -3%[57.1 µM], -7%, -2%, 2%, 21%
Cc1nc(CNS(=O)(=O)c2cc(C)c(C)cc2C)cs1
→ 0.8%, 7, -5, -4%, -7%, 1%, 3%, -10%, 0%
COc1ccc(-c2nnn(CC(=O)N(Cc3cccs3)C(C)C(=O)NCCC(C)C)n2)cc1OC (centres undefined)
→ 1.2%, 8, -3, -20%, 0%, 2%, -5%, 8%, 0%
Cc1ccc(S(=O)(=O)NCCc2nnc3ccc(SCc4ccccc4C)nn23)cc1
→ ?, 3, -16, ?, -6%, 3%, -2%, -9%, -18%
CCN(CC)C1CCN(C(=O)c2cc(COc3ccc(F)cc3Cl)on2)C1 (centres undefined)
→ 0.7%, 12, 0, -9%, 5%, 9%, 2%, -8%, 0%
Cc1ccc(Cl)cc1N1CCN(C(=S)NCc2ccco2)CC1
→ -2.2%, -5, -6, -9%, 3%, -3%, -3%, 1%, 0%
Cc1cccc(C(=O)Nc2ccc(-c3nc4ccccc4s3)cc2Cl)c1
→ 14%, 3, -14, ?, 4%[57.1 µM], 4%, -2%, -5%, 0%
Cn1c(CSc2nc3ccccc3s2)nnc1SCC(=O)NCCCN1CCOCC1
→ 1.5%, 6, -5, -6%, 7%[57.1 µM], 5%, -3%, -5%, 0%
Cc1ccccc1-c1nn(-c2ccccc2)cc1C(=O)NCC(c1ccco1)N1CCCC1 (centres undefined)
→ 2.4%, 2, -4, -15%, -1%, 1%, -2%, -15%, -12%
O=C(NC1CCCCC1)C(c1ccco1)N(C(=O)c1csnn1)c1ccc(Cl)cc1 (centres undefined)
→ 3.9%, 0, -3, -16%, 4%, -3%, -4%, 10%, -18%
CCc1nnc(NC(=O)c2ccc(S(=O)(=O)N3CCCCCC3)cc2)s1
→ 0.6%, -5, -14, -4%, -1%, 0%, -6%, -9%, 5%
O=C(NCc1cccs1)C12CC3CC(CC(C3)C1)C2
→ -0.2%, 0, -3, -8%, -17%[11.4 µM], -1%, -4%, 0%, 11%
CSCCC(NS(=O)(=O)c1ccccc1F)C(=O)NC(C)c1ccccc1 (centres undefined)
→ -0.7%, -1, -10, -6%, 0%, 0%, -4%, -12%, 5%
O=C(COc1ccc(Cl)cc1)OCC(=O)N1CCCC1
→ 1.5%, -3, -5, -15%, -4%, 1%, -6%, -6%, 4%
CSCC[C@H](NC(=O)[C@@H]1CSC2c3ccccc3C(=O)N21)C(=O)NC1CCCC1 (some centres undefined)
→ 3.2%, 1, -4, -20%, 0%, 1%, -1%, 1%, 4%
Cc1ncc(CN2CCC(C(=O)Nc3ccc(-n4cccn4)cc3)CC2)s1
→ 0.7%, 3, -2, -15%, -4%, -1%, -3%, 0%, 2%
CCc1cc2c3c(c(=O)oc2cc1OC)CCCC3
→ 1.0%, -5, 0, -9%, 34%[activator], 1%, -3%, 2%, 1%
O=C(c1ccccc1)c1ccc(N2CCCC2)cc1
→ 0.9%, 0, 2, -7%, -4%, -11%, -5%, 2%, 4%
Cc1cccc(-n2c(C)nc3cc(C(=O)NCC4CCCO4)ccc32)c1 (centres undefined)
→ 1.2%, 10, -1, -17%, 2%[57.1 µM], -2%, -5%, -7%, 2%
COc1ccc(NC(=O)c2cc3ccccc3cc2O)cc1
→ 0.0%, 0, 8, -11%, -5%[57.1 µM], ?, 7%, ?, 10%
Cc1cc(NC(=O)c2nn3cccnc3c2Cl)no1
→ -0.2%, 1, -8, -10%, 8%, 0%, -8%, 2%, 0%
C[C@H]1[C@H](C)CC[C@]2(C)CC[C@]3(C)C(=CC(=O)C4[C@@]5(C)CC[C@H](O)C(C)(C)C5CC[C@]43C)[C@H]12 (some centres undefined)
→ -2.7%, 2, -1, ?, 0%, 7%, -5%, -21%, -6%[38.3 µM]
CCc1ccc(NC(=O)Nc2ccon2)cc1
→ -2.0%, 3, -3, -5%, 11%, 2%, 5%, 0%, 3%
NC(=O)c1ccccc1NCC(=O)c1ccc(F)cc1
→ 2.1%, 16, -7, -22%, 35%[activator], -7%, 9%, -15%, ?
COC(=O)CNC(=O)CCc1nnc(C2(c3ccc(Cl)cc3)CCC2)o1
→ 0.7%, 3, -9, -6%, -4%, 0%, 1%, -7%, -4%
Cn1cnnc1SCc1ccc(C#N)cc1Cl
→ -0.6%, -4, 1, 2%, 6%, 1%, 1%, 0%, 7%

Part of the list above in order of molecular weight, highest first.
The line under a structure holds: RXFP1 ag, PI4K2A block, LDHA inh, USP1-UAF1 inh, TrxR1 substrate, Vif-APOBEC3G blk, GRP78 ERSR act, Vif-APOBEC3F blk, IDH1 R132H inh
CCN(CC)C1CCN(C(=O)c2cc(COc3ccc(F)cc3Cl)on2)C1 (centres undefined)
→ 0.7%, 12, 0, -9%, 5%, 9%, 2%, -8%, 0%
Cc1cccc(C(=O)Nc2ccc(-c3nc4ccccc4s3)cc2Cl)c1
→ 14%, 3, -14, ?, 4%[57.1 µM], 4%, -2%, -5%, 0%
Cn1cnnc1SCc1ccc(C#N)cc1Cl
→ -0.6%, -4, 1, 2%, 6%, 1%, 1%, 0%, 7%
